Assay outcomes (PubChem BioAssay)
DAGLB inh: DAGLB lipase inhibitors, primary screen, biochemical, fluorescence, HTS. hit rate 0.059% among 340,000. inhibition, % at 5.17 µM. HEK293T DAGLB membrane lysate, EnzChek fluorogenic substrate; in the data active = inhibition above about 34%;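 also: 0% = enzyme with vehicle and 100% = wells lacking enzyme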
Keap1-Nrf2 PPI: Keap1-Nrf2 protein-protein interaction inhibitors, primary screen, biochemical, fluorescence polarization, single point; Kelch-like ECH-associated protein 1 (Homo sapiens), Q14145; Keap1 Kelch-Nrf2 peptide fluorescence polarization, 1536-well; inhibition, % at 9.4 µM; hit rate 0.15% among 340,000; AID 504523, 2011; in the data active = inhibition above about 12%;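 also: human Keap1 Kelch domain with fluorescein labeled Nrf2 9mer peptide probe; 0% = neutral control wells and 100% = peptide positive control; higher means more block of Keap1 binding to Nrf2 peptide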
Target sequence (Q14145 whole entry, looked up, the tested form may be a part): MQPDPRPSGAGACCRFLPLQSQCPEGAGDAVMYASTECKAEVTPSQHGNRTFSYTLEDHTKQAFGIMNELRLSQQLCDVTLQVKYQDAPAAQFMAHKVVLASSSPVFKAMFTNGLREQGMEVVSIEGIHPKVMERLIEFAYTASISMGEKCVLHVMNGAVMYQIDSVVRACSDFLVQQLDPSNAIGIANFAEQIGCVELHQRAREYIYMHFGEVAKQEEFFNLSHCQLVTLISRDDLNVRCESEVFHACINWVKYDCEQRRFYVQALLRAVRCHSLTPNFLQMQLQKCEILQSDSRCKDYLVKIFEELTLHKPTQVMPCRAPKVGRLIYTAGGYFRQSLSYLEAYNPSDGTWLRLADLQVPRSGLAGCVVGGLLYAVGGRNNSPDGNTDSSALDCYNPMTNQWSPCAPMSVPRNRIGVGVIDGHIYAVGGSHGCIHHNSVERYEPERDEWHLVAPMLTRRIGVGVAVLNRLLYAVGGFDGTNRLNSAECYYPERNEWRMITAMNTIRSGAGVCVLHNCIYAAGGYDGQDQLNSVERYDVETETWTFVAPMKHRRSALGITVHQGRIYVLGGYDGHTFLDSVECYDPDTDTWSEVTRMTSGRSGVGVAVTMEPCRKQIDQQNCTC
Pemphigus Ab inh: inhibitors of pemphigus antibody binding to DSG3, primary screen, biochemical, bead-based, flow cytometry, scFv-GFP; binding (percent of control), % at 10 µM; DSG3-coupled beads, scFv-anti-DSG3-GFP binding; hits give low values; hit rate 0.48% among 310,000;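 active = binding more than 3 SD below its plate's average and above zero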;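 also: hits lower antibody fragment binding to DSG3; some compounds called inactive have numbers as strong as hits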
RTF Ca sens inh: cardiac RTF calcium sensitivity inhibitors, primary screen, biochemical, IANBD-TnC fluorescence, EC70 calcium | hit rate 0.12% among 340,000 | IANBD-labeled cardiac RTF, Ca2+ fluorescence | AID 493244, 2011 | Troponin I, cardiac muscle (Homo sapiens) + Troponin T, cardiac muscle (Homo sapiens) + … | inhibition, % at 7.15 µM;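 active = inhibition above the mean inhibition of all tested compounds plus 3 SD, cut at about 17% in these data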;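 also: assay run at fixed EC70 calcium of 1.6 mM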
NSD2 inh: NSD2 histone methyltransferase inhibitors, primary screen, biochemical, AlphaScreen, single concentration, set 2. NSD2 peptide methylation, 120 min. AID 743445, 2014. inhibition, % at 12.5 µM. hit rate 0.54% among 310,000; in the data active = inhibition above about 50%
CAL PDZ FP-1: CAL PDZ peptide-binding inhibitors, primary screen, biochemical, fluorescence polarization, Cer-tagged CAL PDZ, HTS | purified CAL PDZ, TMR-peptide fluorescence polarization, 1 h | inhibition, % at 20 µM | AID 504414, 2011 | Golgi-associated PDZ and coiled-coil motif-containing protein (Homo sapiens), Q9HD26 | hit rate 0.02% among 330,000;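 active = highest replicate inhibition of at least 40%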;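 also: plate controls were DMSO neutral control wells for no effect and unlabeled competitor peptide control wells for full effect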
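Material: tagged CAL PDZ protein CerCALP, purified; buffer or medium: sodium phosphate/NaCl buffer pH 7.4 with TCEP, IgG, Thesit; also added: fluorescent TMR peptide probe; schedule: 1 h incubation at room temperature before polarization reading; technique: fluorescence polarization from S- and P-plane intensities, G-factor corrected; control set: unlabelled peptide and DMSO controls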
V-ATPase pHluor: regulators of yeast V-ATPase proton pumping, primary screen, pHLuorin cytosolic pH fluorescence | S. cerevisiae | response, % at 10 µM | hit rate 0.37% among 350,000 | AID 504577, 2011; in the data active = response mostly above about 7.3%, no sharp cut-off; inactive = mostly below about 5.4%; also: actives read high; inactives centre near 0; some compounds called inactive have numbers as strong as hits
C-LANA FP: inhibitors of KSHV C-LANA binding to DNA, primary screen, biochemical, fluorescence polarization, FAM-LBS DNA, MBP-C-LANA, single point; Kaposi's sarcoma herpesvirus LANA C-terminal domain (residues 932-1162) DNA binding; hit rate 0.078% among 340,000; inhibition, % at 9 µM;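 active = highest replicate inhibition at or above 60% at 9 µM, even if other replicates fall short; inactive = all replicates below 60% inhibition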;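 also: 0% = neutral control wells and 100% = 4 µM acridine orange control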
CAL PDZ FP-2: untagged CAL PDZ binding inhibitors, primary screen, biochemical, fluorescence polarization, HTS | hit rate 0.92% among 300,000 | purified CAL PDZ, TMR-peptide fluorescence polarization, 1 h | AID 602252, 2012 | inhibition, % at 24.9 µM;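 active = mean inhibition of at least 30% with at least half of replicates also reaching 30%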;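 also: 0% = DMSO neutral control and 100% = excess unlabeled competitor peptide PRC23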
Arrestin-AP2 inh: inhibitors of beta-arrestin/AP2 binding, primary screen, biochemical, GPCR trafficking, flow cytometry; beta-arrestin 1 C-terminal peptide binding to AP2 beta2-adaptin appendage (human); FITC-arrestin peptide / GST-AP2 beads; AP2 beta2 appendage carries R879A mutation; inhibition, % at 10 µM; hit rate 0.31% among 340,000;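 active = inhibition above a set limit, near 3 SD of compounds lacking own fluorescence, cut at about 54% in these data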;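 also: plate controls were DMSO wells for no effect and 5 µM unlabelled arrestin peptide for full effect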
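Material – AP2 appendage R879A on GSH beads · Buffer or medium – PBS with 0.05% Tween 20 and 0.1% BSA · Probe or stimulus – fluorescein-tagged arrestin peptide at 50 nM final · Incubation – compound with beads 12 min RT, then probe 1 h RT · Detection – high-throughput flow cytometry of beads, ex 488, em 535 nm · Evaluation – percent response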
* = called active by the depositor; · = not tested or not shown. This is a subset, so the mix of outcomes need not match the whole.

SMILES	DAGLB inh	Keap1-Nrf2 PPI	Pemphigus Ab inh	RTF Ca sens inh	NSD2 inh	CAL PDZ FP-1	V-ATPase pHluor	C-LANA FP	CAL PDZ FP-2	Arrestin-AP2 inh
O=S1(=O)CSCS(=O)(=O)C1	-1	-5	95	1	-1	-0.8	-2	0.8	-7	-1
O=C(NCCCn1ccnc1)c1cc(-c2ccccc2)on1	-1	-3	100	3	0	-1.0	-2	0.1	3	-2
O=C(Nc1ccc(-c2nc3cccnc3s2)cc1)c1ccco1	3	-10	97	0	·	-8.1	6	0.7	-8	0
CCOC(=O)C(Cc1ccccc1)C(=O)Nc1ccc(N(CC)CC)cc1 (configuration not stated)	-5	3	123	-12	7	-3.4	3	1.1	-2	8
COc1ccc2nc(SCC(=O)NC(C)(C)C)[nH]c2c1	5	2	93	-2	-1	-1.9	4	-0.6	-2	-4
COc1ccc(CCNC(=O)CNS(=O)(=O)c2ccc(F)c(Cl)c2)cc1OC	-2	-4	113	-10	-1	-0.4	-8	1.2	-6	-10
CCc1ccc(N(CC(=O)NCc2ccc(F)cc2)C(=O)c2csnn2)cc1	1	-2	95	-5	-1	-11	1	3.7	-2	10
CCCCCCC(C)OC(=O)Nc1cccc2ccccc12 (configuration not stated)	-14	2	96	0	23	-1.2	-1	2.0	5	3
COc1cc(NC(=O)OCc2ccccc2)c2ncccc2c1	-14	-4	·	-6	-4	-2.6	5	-5.1	-1	-4
CCOC(=O)C1=C(C)NC(=O)NC1c1ccc(Cl)cc1Cl (configuration not stated)	0	-5	111	-4	-2	-1.1	·	0.2	-4	-25
CCN1CCN(CC(O)COC(c2ccccc2)c2ccccc2)CC1 (configuration not stated)	-4	-3	100	-17	-1	-0.2	-2	-1.2	·	15
C[C@H](OC(=O)c1[nH]cnc1C(=O)N1CCN(C(=O)OC(C)(C)C)CC1)c1ccccc1	2	-2	93	2	·	0.2	-3	-0.3	-2	-2

An excerpt of these results, in CSV form.
compound,DAGLB inh,Keap1-Nrf2 PPI,Pemphigus Ab inh,RTF Ca sens inh,NSD2 inh,CAL PDZ FP-1,V-ATPase pHluor,C-LANA FP,CAL PDZ FP-2,Arrestin-AP2 inh
O=S1(=O)CSCS(=O)(=O)C1,-1,-5,95,1,-1,-0.8,-2,0.8,-7,-1
O=C(NCCCn1ccnc1)c1cc(-c2ccccc2)on1,-1,-3,100,3,0,-1.0,-2,0.1,3,-2
O=C(Nc1ccc(-c2nc3cccnc3s2)cc1)c1ccco1,3,-10,97,0,·,-8.1,6,0.7,-8,0
CCOC(=O)C(Cc1ccccc1)C(=O)Nc1ccc(N(CC)CC)cc1 (configuration not stated),-5,3,123,-12,7,-3.4,3,1.1,-2,8
COc1ccc2nc(SCC(=O)NC(C)(C)C)[nH]c2c1,5,2,93,-2,-1,-1.9,4,-0.6,-2,-4
COc1ccc(CCNC(=O)CNS(=O)(=O)c2ccc(F)c(Cl)c2)cc1OC,-2,-4,113,-10,-1,-0.4,-8,1.2,-6,-10
CCc1ccc(N(CC(=O)NCc2ccc(F)cc2)C(=O)c2csnn2)cc1,1,-2,95,-5,-1,-11,1,3.7,-2,10
CCCCCCC(C)OC(=O)Nc1cccc2ccccc12 (configuration not stated),-14,2,96,0,23,-1.2,-1,2.0,5,3
COc1cc(NC(=O)OCc2ccccc2)c2ncccc2c1,-14,-4,·,-6,-4,-2.6,5,-5.1,-1,-4
CCOC(=O)C1=C(C)NC(=O)NC1c1ccc(Cl)cc1Cl (configuration not stated),0,-5,111,-4,-2,-1.1,·,0.2,-4,-25
CCN1CCN(CC(O)COC(c2ccccc2)c2ccccc2)CC1 (configuration not stated),-4,-3,100,-17,-1,-0.2,-2,-1.2,·,15
C[C@H](OC(=O)c1[nH]cnc1C(=O)N1CCN(C(=O)OC(C)(C)C)CC1)c1ccccc1,2,-2,93,2,·,0.2,-3,-0.3,-2,-2

Remaining list, next part
SMILES	DAGLB inh	Keap1-Nrf2 PPI	Pemphigus Ab inh	RTF Ca sens inh	NSD2 inh	CAL PDZ FP-1	V-ATPase pHluor	C-LANA FP	CAL PDZ FP-2	Arrestin-AP2 inh
NC(=O)C1CCCN(C(=O)CCc2nnc(C3(c4ccc(Cl)cc4)CCC3)o2)C1 (configuration not stated)	4	2	99	-6	0	-0.8	0	1.0	-3	-3
CS(=O)(=O)N(CC(=O)Nc1ccc(CC#N)cc1)c1ccc(C23CC4CC(CC(C4)C2)C3)cc1	-9	2	84	-23	-2	-2.4	0	0.4	0	-4
Cc1ccc(C)c(CSc2nnc(C)c(=O)[nH]2)c1	2	0	103	0	-1	-0.7	1	4.8	11	4
COc1ccc(CNc2nc3nc(C)c(Cl)c(=O)n3[nH]2)cc1	0	-1	87	-9	-1	-1.5	1	-1.7	0	4
Cc1ccc2oc(-c3ccccc3C(=O)O)cc(=O)c2c1	-3	2	104	0	24	-0.7	0	0.2	0	-16
COc1ccccc1C1SCCN1C(=O)c1ccc([N+](=O)[O-])cc1 (configuration not stated)	-1	-4	85	-6	-1	-2.1	3	0.2	2	7
Cc1ccc(/C=c2\sc3nc(-c4cccs4)nn3c2=O)o1	0	-4	98	-9	26	0.8	-6	0.4	-7	-11
CCc1nnc(NC(=O)c2cc(-c3ccccn3)nc3ccccc23)s1	0	-3	103	0	0	-0.7	-2	0.2	·	29
Fc1cccc(/C=N/N=C/c2cccc(F)c2)c1	-7	2	97	0	0	-1.0	1	0.9	-3	39
O=C(NCc1ccncc1)NC12CC3CC(CC(C3)C1)C2	-1	-5	116	-10	-6	0.6	-1	3.5	1	13
COc1ccc(S(=O)(=O)N2CCCCC2)cc1NC(=O)CSc1ncnc2ccccc12	-4	0	96	-5	0	-0.4	0	0.4	-3	-10
CCc1noc(C)c1C(=O)OCC(=O)c1ccc(OC)c(OC)c1	-1	0	·	-3	0	0.0	-2	-1.5	-3	28
O=C(CSc1ncnc2c1oc1ccccc12)NCc1ccco1	-3	-2	93	2	·	0.1	-2	-0.7	1	10
CCCCN(C(=O)CSCC(=O)Nc1cccc(C)c1)c1c(N)n(CCCC)c(=O)[nH]c1=O	-1	4	93	-23	0	-1.7	3	1.5	·	34
COc1cc(OC)c2cc(C(=O)N[C@H](C(=O)N3CCC[C@H]3C(=O)O)C(C)C)n(C)c2c1	-1	-5	99	-3	·	0.0	-1	1.7	-2	2
CCN(CC)c1ccc(NC(=O)c2ccc(NC(=O)C3CCCO3)cc2)c(C)c1 (configuration not stated)	2	-2	110	-11	·	-0.8	4	0.1	0	9
Cc1cc(NC(=O)CSc2ccc3nnc(-c4cccs4)n3n2)no1	2	-8	107	5	·	-0.5	-5	-1.1	·	0
COC(=O)c1c(NC(=O)CSc2nc3ccccc3c(=O)n2Cc2ccco2)sc(C)c1C	0	-6	96	-14	10	-0.4	-1	1.8	1	10
CCCC(=O)C1=C(O)C(C(=O)OC)C(C)(C)CC1=NCc1ccccc1 (configuration not stated)	-3	-2	114	-12	1	-6.1	1	0.3	-4	34
Cn1c(=O)c2c(nc(-n3ccnc3)n2C)n(C)c1=O	-1	-3	101	1	3	·	-1	-0.5	-3	-3
Cc1cc(Cl)c(S(=O)(=O)N2CCCC2)cc1OCC(=O)NC1CCCCC1	2	0	103	-9	5	-2.2	3	0.4	·	-1
CN(C(=O)CN1C(=O)c2cccc(N)c2C1=O)C1CCCCC1	-1	2	98	-14	-3	-0.3	-2	7.0	·	1
CC1CC(=O)N(CC(=O)NC2CCCCC2)c2ccccc2S1 (configuration not stated)	3	-6	·	2	1	0.2	5	1.4	-3	6
O=C(NCc1cccnc1)c1cc(S(=O)(=O)N2CCOCC2)c(Cl)cc1Cl	1	-1	112	-6	-1	-2.3	-1	-0.3	0	-7
Cc1ccc(-c2n[nH]c(=O)c3ccccc23)cc1S(N)(=O)=O	-3	0	96	-5	-7	-0.2	3	-0.9	-2	-8
Cc1nc(C(F)(F)F)ccc1C(=O)Nc1ccccc1F	-2	-5	120	-6	-2	-0.4	-1	0.2	-3	18
CCC(=O)Nc1ccc(C(=O)CSc2nnc(-c3ccc(NS(C)(=O)=O)cc3)n2C)cc1OC	0	0	102	1	0	0.1	-2	2.4	7	-2
O=C(CSCc1cccc(Cl)c1)Nc1ccccc1-c1ccccc1	-22	-4	123	6	-3	-0.2	-2	-0.1	-3	-16
CC(C)CNC(=S)N(Cc1ccco1)Cc1cc2cc3c(cc2[nH]c1=O)OCCO3	5	0	103	-4	2	-0.7	-1	1.1	0	10
C=CCn1cc(CN2CCC(C(=O)Nc3cccc(-c4cccc(Cl)c4)c3)CC2)c(C)n1	0	-9	136	-10	-1	-6.5	2	-0.3	-4	-4
COc1ccc(CC(=O)Nc2cc(S(=O)(=O)N3CCOCC3)ccc2N2CCCC2)cc1OC	-4	-1	126	9	-2	0.4	-3	2.4	-3	28
Cc1ccc(S(=O)(=O)NC(C)(C)C)cc1C(=O)OC(C)C(=O)NC1CC1 (configuration not stated)	-1	-2	100	-8	0	-1.5	4	0.3	0	-15
CC(=O)C1=C(O)C(=O)N(Cc2ccccc2)C1c1ccco1 (configuration not stated)	0	0	100	-4	-3	·	-4	5.8	0	19
CCOc1ccc(OCC)c(NC(=O)C2CCCN(S(=O)(=O)c3c(C)n[nH]c3C)C2)c1 (configuration not stated)	4	-3	·	-13	·	0.0	1	-6.3	-4	14
Cc1ccc(N(C(C)C(=O)N2CCC(C)CC2)S(C)(=O)=O)cc1C (configuration not stated)	1	-3	103	2	2	-2.5	-1	-0.5	3	5
COc1ccc(-c2nc(SC(C)C(=O)c3c(N)n(C)c(=O)n(C)c3=O)n[nH]2)cc1 (configuration not stated)	2	-4	101	-2	-2	-0.9	0	1.4	-3	-10
CCOc1cc(NC(=S)Nc2cccc(OC)c2)c(OCC)cc1NC(=O)C(C)C	0	6	102	-3	1	-0.5	3	1.2	-1	7
